# Source: PubChem (NMMLSC)
# CIT2 TOR yeast – yeast TOR pathway CIT2-GFP modulation. GFP response vs DMSO, % at 10 µM. 320,000 compounds, 0.065% hits. S. cerevisiae CIT2-GFP strain, flow cytometry, 3 h; 100 means same as DMSO wells;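 active means GFP response relative to DMSO above a set limit, near the screen mean plus 3 SD, cut at about 150% in these data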;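 further: ratio of well median GFP fluorescence to mean of DMSO wells on the plate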
# LAP4-GFP MLPCN – yeast TOR pathway LAP4-GFP modulation | GFP response vs DMSO, % at 10 µM | S. cerevisiae LAP4-GFP multiplex, flow cytometry GFP, 3 h; median GFP as percent of DMSO wells | 320,000 compounds, 0.34% hits;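 active means GFP response vs DMSO above a set limit, about the screen mean plus 3 SD, cut at about 150% in these data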
# MEP2 TOR yeast – modulators of TOR pathway MEP2-GFP in S. cerevisiae | GFP response vs DMSO, % at 10 µM | S. cerevisiae MEP2-GFP strain, flow cytometry GFP, 3 h; 100% = DMSO control level | 330,000 compounds, 0.51% hits;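 active means GFP response versus DMSO above a set limit, roughly screen mean plus 3 SD, cut at about 180% in these data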;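 further: median GFP fluorescence of the barcode-gated MEP2-GFP cells per well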
# RPL19A TOR yeast – yeast TOR pathway RPL19A-GFP modulation | S. cerevisiae RPL19A-GFP strain, flow cytometry, 3 h; hits give low values | percent response vs DMSO, % at 10 µM | 330,000 compounds, 0.3% hits;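 active means percent response vs DMSO below 50%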;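 further: median channel GFP fluorescence of the barcoded RPL19A-GFP strain; ratio of sample median GFP to plate DMSO average so 100% = DMSO; lower means less RPL19A-GFP as with rapamycin TOR inhibition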
# AGP1 TOR yeast – modulators of TOR pathway AGP1-GFP in S. cerevisiae. 320,000 compounds, 0.02% hits. GFP response vs DMSO, % at 10 µM. S. cerevisiae AGP1-GFP multiplex flow cytometry, 3 h; GFP as percent of DMSO wells;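 active means GFP response relative to DMSO above a set limit, near screen average plus 3 SD, cut at about 150% in these data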;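 further: median GFP channel fluorescence of the gated AGP1 strain per well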
# GRK2 aptamer HTS – inhibitors of human GRK2 displacing RNA aptamer | bead flow cytometry, FAM-aptamer displacement from GRK2 | 330,000 compounds, 0.59% hits | P25098 | inhibition of aptamer binding, % at 10 µM;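 active means inhibition of aptamer binding above 40%, roughly 3 SD of noise, on plates passing a quality check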;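 further: median bead fluorescence of bound FAM aptamer so fluorescent compounds give negative values; no value below 0 was filed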
# Yeast superoxide – yeast age-related superoxide inhibition as caloric restriction mimetic; S. cerevisiae aged cells, superoxide DHE fluorescence; hits give low values; superoxide response (% of plate mean), % at 10 µM; 330,000 compounds, 0.18% hits;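 active means superoxide response under a set limit, about three screen SD below normal, cut at about 65% in these data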;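 further: yeast aged for seven days with compound at 30 °C before DHE staining; 100% = average MFI of all compound-treated wells on the plate with controls excluded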
# VLA-4 inh – inhibition in a human VLA-4 binding assay | AID 2557 | inhibition, % (about 7 µM as worked out from the volumes in the protocol) | VLA-4 expressing cells, ligand binding flow cytometry | P13612 | 330,000 compounds, 0.2% hits; in the data active means inhibition above about 50%
# Target sequence (P13612 whole entry, looked up): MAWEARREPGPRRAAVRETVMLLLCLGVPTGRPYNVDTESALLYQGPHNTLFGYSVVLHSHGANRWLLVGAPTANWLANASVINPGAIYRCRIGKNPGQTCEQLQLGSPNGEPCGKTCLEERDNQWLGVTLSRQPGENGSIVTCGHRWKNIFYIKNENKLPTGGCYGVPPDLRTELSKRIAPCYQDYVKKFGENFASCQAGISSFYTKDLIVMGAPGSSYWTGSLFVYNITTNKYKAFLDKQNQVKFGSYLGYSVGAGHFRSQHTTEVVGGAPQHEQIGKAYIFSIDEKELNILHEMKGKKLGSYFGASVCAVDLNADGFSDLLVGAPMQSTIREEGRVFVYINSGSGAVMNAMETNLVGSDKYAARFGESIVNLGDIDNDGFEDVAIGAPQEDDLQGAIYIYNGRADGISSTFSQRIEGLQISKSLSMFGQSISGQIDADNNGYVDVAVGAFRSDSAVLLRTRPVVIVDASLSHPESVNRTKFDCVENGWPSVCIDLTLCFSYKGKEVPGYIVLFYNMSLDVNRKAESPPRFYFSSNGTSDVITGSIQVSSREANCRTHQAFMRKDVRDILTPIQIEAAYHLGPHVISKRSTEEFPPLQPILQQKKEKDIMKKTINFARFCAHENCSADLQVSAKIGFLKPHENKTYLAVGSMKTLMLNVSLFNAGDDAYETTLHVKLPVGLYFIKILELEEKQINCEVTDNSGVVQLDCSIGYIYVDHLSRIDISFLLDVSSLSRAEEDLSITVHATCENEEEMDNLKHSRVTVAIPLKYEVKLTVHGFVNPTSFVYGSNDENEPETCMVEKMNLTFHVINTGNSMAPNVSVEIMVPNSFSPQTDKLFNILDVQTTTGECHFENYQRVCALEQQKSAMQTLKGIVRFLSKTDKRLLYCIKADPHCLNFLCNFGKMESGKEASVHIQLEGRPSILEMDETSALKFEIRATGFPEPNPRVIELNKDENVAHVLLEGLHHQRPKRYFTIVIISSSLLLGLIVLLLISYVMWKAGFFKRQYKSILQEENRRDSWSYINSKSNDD
# Numbers without * were called inactive; . = not tested or not shown.
SMILES,CIT2 TOR yeast,LAP4-GFP MLPCN,MEP2 TOR yeast,RPL19A TOR yeast,AGP1 TOR yeast,GRK2 aptamer HTS,Yeast superoxide,VLA-4 inh
CC(=O)c1ccc(OCC(C)C)c(CC(C(N)=O)C(N)=O)c1,95.4,94.6,95.9,95.3,95.7,0.0,95.4,0.6
Cc1cccc(OCC(=O)NCCCNC(=O)c2ccc(C)nc2)c1,99.7,90.6,105.5,103.7,103.7,2.0,95.6,-7.0
Cc1ccc(NC(=S)NC2CC3CCCC(C2)N3Cc2ccco2)cc1 (stereo unspecified),89.4,85.5,91.7,92.8,89.0,0.0,104.1,22.0
CN(CC(=O)NCc1ccc2c(c1)OCO2)CC(=O)Nc1ccc(F)c(F)c1F,94.4,95.8,98.9,98.3,100.0,0.0,89.3,0.0
CC(=O)Nc1ccc(-c2cc(-c3ccccc3)nc(-c3ccccc3)n2)cc1,91.4,99.8,101.2,98.3,96.6,0.0,93.8,10.4
Cc1ccc(S(=O)(=O)N2[C@@H](c3cccc(Cl)c3)C(C(=O)O)=CC[C@H]2c2cccc(Cl)c2)cc1,101.3,108.3,88.8,101.2,85.7,0.0,93.4,-2.8
O=C(NCc1cccnc1)c1cccn1-c1ncc(C(F)(F)F)cc1Cl,94.3,93.8,98.1,93.5,95.1,3.0,105.1,7.3
CC1CCc2c(sc(NC(=O)c3cccs3)c2C(=O)O)C1 (stereo unspecified),78.7,92.6,124.5,108.7,80.2,15.0,104.2,28.7
CCc1nn(CC(=O)N2CC(C)CC(C)C2)c(=O)c2cccn12 (stereo unspecified),105.4,101.5,104.8,98.2,103.7,0.0,94.7,7.4
COc1ccccc1/C=C/C=N/n1c(-c2n[nH]c3c2CCC3)n[nH]c1=S,101.1,103.2,100.5,94.5,100.2,0.0,103.1,3.7
O=C1c2ccccc2C(=O)N1CC#CCN1CCN(C(c2ccccc2)c2ccccc2)CC1,105.2,91.1,92.3,97.4,100.4,0.0,104.0,9.0
CCOc1ccc(C(=O)NC2CC3CCCC(C2)N3Cc2ccccc2)cc1 (stereo unspecified),89.0,83.1,87.5,73.6,83.4,0.0,94.9,-1.2
COc1ccc(Cl)cc1NC(=O)CN(C)CC(=O)NCc1cccs1,95.5,111.7,112.3,108.2,106.1,0.0,93.8,2.9
COc1cc(OC)c(OC)cc1CN1CCN(C(=O)CC(C)C)CC1,107.2,95.3,98.3,99.5,100.4,0.0,111.0,16.7
Cc1ccc(-n2nc3c(c2NC(=O)CC(C)C)CS(=O)(=O)C3)c(C)c1,112.3,88.5,100.2,99.4,97.6,2.0,104.1,14.2
Cc1ccc(NC(=O)CCC(=O)OCC(=O)c2ccc(Oc3ccc([N+](=O)[O-])cc3)cc2)cc1,91.7,97.9,97.2,95.2,90.7,0.0,99.5,-9.3
CCN(CC)C(=O)C1=C(C)Nc2nc3ccccc3n2C1c1cccc(OC)c1 (stereo unspecified),95.8,106.1,98.0,102.0,104.3,3.0,105.5,11.7
COc1ccc2c(c1)CCc1c(C(=O)NCCN3CCOCC3)noc1-2,107.1,105.9,109.0,104.9,110.2,0.0,86.2,6.1
COc1ccccc1C(=O)NNC(=O)c1cccc(C)c1,103.2,89.5,103.5,107.6,99.4,2.0,99.7,-6.2
NC(=O)C[n+]1ccc(/C=N/O)cc1,104.6,99.6,105.5,104.7,105.4,0.0,90.8,3.1

# Five entries already listed, ordered by number of heavy atoms, highest first:
SMILES,CIT2 TOR yeast,LAP4-GFP MLPCN,MEP2 TOR yeast,RPL19A TOR yeast,AGP1 TOR yeast,GRK2 aptamer HTS,Yeast superoxide,VLA-4 inh
Cc1ccc(NC(=O)CCC(=O)OCC(=O)c2ccc(Oc3ccc([N+](=O)[O-])cc3)cc2)cc1,91.7,97.9,97.2,95.2,90.7,0.0,99.5,-9.3
CCOc1ccc(C(=O)NC2CC3CCCC(C2)N3Cc2ccccc2)cc1 (stereo unspecified),89.0,83.1,87.5,73.6,83.4,0.0,94.9,-1.2
COc1cc(OC)c(OC)cc1CN1CCN(C(=O)CC(C)C)CC1,107.2,95.3,98.3,99.5,100.4,0.0,111.0,16.7
COc1ccccc1C(=O)NNC(=O)c1cccc(C)c1,103.2,89.5,103.5,107.6,99.4,2.0,99.7,-6.2
NC(=O)C[n+]1ccc(/C=N/O)cc1,104.6,99.6,105.5,104.7,105.4,0.0,90.8,3.1

# Next section
SMILES,CIT2 TOR yeast,LAP4-GFP MLPCN,MEP2 TOR yeast,RPL19A TOR yeast,AGP1 TOR yeast,GRK2 aptamer HTS,Yeast superoxide,VLA-4 inh
CCCCC(=O)Nc1ccc(NC(=O)c2ccc([N+](=O)[O-])cc2Cl)cc1OC,105.6,88.3,106.0,103.6,99.5,0.0,116.3,-6.2
CC(NC(=O)C(=O)N1CCOCC1)C(c1cccs1)N1CCN(c2ccc(F)cc2)CC1 (stereo unspecified),110.2,96.9,105.1,104.4,102.4,0.0,96.9,2.6
CC(C)C(O)C1CCN(Cc2nc(-c3cccs3)no2)CC1 (stereo unspecified),85.6,82.4,82.0,78.0,.,0.0,91.4,3.2
CC(C)C(C(=O)NCC1CCCO1)N(Cc1ccco1)C(=O)CNS(=O)(=O)c1ccccc1 (stereo unspecified),106.7,105.4,103.1,107.8,114.6,0.0,123.2,10.8
COc1cc2c(cc1OC)CN(C(=O)CCN1C(=O)C3CCCCC3C1=O)CC2 (stereo unspecified),111.9,103.0,103.4,114.1,106.5,0.0,101.8,-2.7
O=C(CSc1nc(=O)n2ccccc2n1)N1CCC(Cc2ccccc2)CC1,101.1,134.3,102.2,101.2,112.2,1.0,99.3,15.3
COc1ccc(S(=O)(=O)N2CCCCC2)cc1NC(=O)CN(C)C1CCCCC1,100.8,110.3,111.7,101.2,108.6,1.0,96.6,-1.3
CCOC(=O)c1cccc(NC(=O)CSc2nnc(-c3cccnc3)n2C)c1,88.9,94.3,99.0,96.2,97.5,0.0,92.0,0.3
COc1ccccc1CNC(=O)C1CC(c2ccccc2F)=NO1 (stereo unspecified),87.2,100.8,95.7,95.4,93.1,0.0,93.5,-7.0
CCC(=O)N(CCCN(C)C)c1nc(-c2cc(OC)ccc2OC)cs1,88.2,100.5,100.7,90.2,89.9,6.0,117.5,11.3
Cc1ccc(C(=O)CCC(=O)OCC(=O)Nc2ccccc2SCC#N)cc1,90.3,95.3,95.8,92.8,98.9,3.0,116.4,-318.9
COc1cc(NC(=O)c2cc3c(CO)cnc(C)c3oc2=Nc2cccc(C(N)=O)c2)cc(OC)c1,108.9,98.7,100.5,100.2,102.1,0.0,130.2,-10.6
CC1CCC(C(=O)NC(C(=O)Nc2ccccn2)C(C)C)CC1 (stereo unspecified),100.3,99.2,103.0,99.4,98.7,4.0,94.6,-9.4
CC1Cc2cc(S(=O)(=O)CCC(=O)NCc3ccco3)ccc2N1C(=O)C1CC1 (stereo unspecified),99.7,95.7,96.5,96.1,96.0,0.0,101.8,-17.1
CC(=O)Nc1ccc(N2Cc3ccccc3C2)cc1,103.0,108.0,98.8,102.2,103.2,5.0,92.2,16.0
Cc1cccc(C)c1NC(=O)C(c1ccccc1)N1CCC2(CC1)OCCO2 (stereo unspecified),91.5,92.5,103.5,92.5,92.7,1.0,92.8,9.7
COc1cc(OC)cc(-c2nc(-c3ccccc3OC)no2)c1,105.9,98.8,105.1,100.9,103.5,3.0,101.2,-2.0
CSCCC(NS(=O)(=O)c1ccccc1)C(=O)OCc1cc(=O)oc2cc(O)ccc12 (stereo unspecified),79.3,107.8,103.7,92.5,64.7,0.0,97.0,-7.1
COCCn1c(C)cc(C(=O)COC(=O)c2ccc(N3CCCC3=O)cc2)c1C,103.5,98.8,105.1,105.0,105.4,0.0,94.7,2.4
Cc1cc(C)cc(NC(=O)COc2coc(CN3CCc4ccccc43)cc2=O)c1,99.7,95.5,97.9,88.9,94.3,1.0,107.4,8.3
Cc1ccc(NC(=O)c2cc3cc(OC(F)(F)F)ccc3[nH]2)cc1,109.3,112.5,109.1,101.7,109.4,0.0,96.9,7.9
COc1ccc(C(CNC(=O)c2ccc(Br)o2)N2CCN(C)CC2)cc1 (stereo unspecified),112.6,101.6,102.1,102.8,108.6,2.0,99.7,7.5
Cc1ccccc1C(=O)NCC(c1ccco1)N1CCc2ccccc21 (stereo unspecified),102.1,98.1,99.5,94.8,98.6,1.0,97.9,7.5
Cc1ccc(C)c(OCC(=O)Nc2ccc3c(c2)OCO3)c1,87.9,101.2,99.5,98.6,96.4,3.0,104.2,11.7
OCCNc1nc(-c2ccccc2)c2cc(Cl)ccc2n1,90.1,98.5,105.9,96.8,72.2,1.0,95.9,7.0
O=C(/C=C/c1cccc(F)c1)N1CCc2ccccc21,98.3,100.9,96.2,99.1,94.8,1.0,95.6,0.0
Cc1ccc(COC(=O)c2cccc(S(=O)(=O)N3CCCCCC3)c2)cc1,92.2,101.2,96.3,94.3,94.7,0.0,93.2,6.3
COc1ccc(N(CC(=O)NCCSCc2c(F)cccc2Cl)S(C)(=O)=O)cc1OC,102.7,98.2,110.3,100.6,97.2,0.0,104.3,4.1
CN(C)c1nc2c(c(=O)[nH]c(=O)n2C)n1Cc1ccccc1Br,92.4,94.3,103.8,83.5,39.7,2.0,89.6,1.3
CCOC(=O)c1cc(C)nc(S(C)(=O)=O)c1C#N,89.4,88.2,95.7,98.2,82.7,2.0,105.7,11.5
CCCOc1cc(C)c(Cl)cc1S(=O)(=O)N(CC)CC,97.5,97.8,100.2,96.7,100.0,3.0,92.6,-5.2
COc1ccc2oc(C(=O)NN3C(C)CCCC3C)c(C)c2c1 (stereo unspecified),115.3,107.5,106.6,100.4,112.9,0.0,98.7,8.1
COc1ccc(NS(=O)(=O)c2ccc(N3CCOCC3)c(NC(=O)c3ccccc3Cl)c2)cc1,104.4,98.2,104.7,104.5,108.0,4.0,92.3,3.0
COc1ccc(C(=O)Nc2ccc3[nH]ncc3c2)cc1OC,112.4,94.5,112.8,105.4,104.5,5.0,103.0,7.3
CN(C)c1ccc(/C=C/C(=O)c2cccc(Br)c2)cc1,96.5,117.5,113.5,108.5,104.4,0.0,99.2,-2.1
CCCCOC(=O)c1cc(=O)[nH]c2ccc(C)cc12,.,81.4,102.9,83.5,90.2,0.0,106.9,-4.6
Cc1ncc(CC(=O)n2cc(C(=O)c3cc(Cl)ccc3O)cn2)s1,61.9,133.5,79.8,88.1,81.7,6.0,106.3,-2.2
O=C(COC(=O)C1CCN(S(=O)(=O)c2cccs2)CC1)c1ccc2c(c1)OCCO2,91.9,87.3,97.4,92.3,101.1,0.0,109.2,16.2
CC(C)[C@H](NC(=O)c1ccco1)C(=O)N(C)Cc1ccc(C(F)(F)F)cc1,92.7,89.3,108.4,103.0,100.0,2.0,106.9,5.3
CN(C)CCn1c(=S)[nH]c2ncccc2c1=O,95.1,97.2,98.6,102.4,101.5,1.0,102.3,3.2
COc1ccc(C2CC(=O)Nc3n[nH]c(-c4ccccc4)c32)cc1OC (stereo unspecified),98.2,104.9,102.0,99.8,103.4,0.0,91.0,1.3
COc1ccc(OC)c(C(c2nnnn2C2CCCC2)N2CCN(c3ccccc3)CC2)c1 (stereo unspecified),93.4,93.2,97.5,93.3,90.9,8.0,93.8,-1.9
CCOC(=O)c1[nH]cnc1C(=O)NC1CCN(C(=O)OC(C)(C)C)CC1,92.7,99.0,93.8,95.7,96.6,0.0,86.2,3.5
O=C1c2ccccc2C(=O)N1OCc1ccc(Cl)cc1,102.0,117.7,113.6,100.6,99.6,0.0,105.6,7.6

# Hits appear at their usual frequency; about 1.7% have a hit in one of these screens.
